Compound activity as filed in PubChem BioAssay.
RORA act – activates the human nuclear receptor RORA; P35398; CHO-K1 Gal4-RORA LBD luciferase reporter, luminescence; percent increase over mock-subtracted basal signal; activation, % at 10 µM; actives 1.5% (n = 65,000);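 active means activation above the mean of all tested compounds plus 3 SD, cut at about 49% in these data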;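 further: 0% = DMSO-treated RORA cells and 100% = added signal equal to DMSO minus mock-transfected cells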
Target sequence (P35398 whole entry, looked up, the tested form may be a part): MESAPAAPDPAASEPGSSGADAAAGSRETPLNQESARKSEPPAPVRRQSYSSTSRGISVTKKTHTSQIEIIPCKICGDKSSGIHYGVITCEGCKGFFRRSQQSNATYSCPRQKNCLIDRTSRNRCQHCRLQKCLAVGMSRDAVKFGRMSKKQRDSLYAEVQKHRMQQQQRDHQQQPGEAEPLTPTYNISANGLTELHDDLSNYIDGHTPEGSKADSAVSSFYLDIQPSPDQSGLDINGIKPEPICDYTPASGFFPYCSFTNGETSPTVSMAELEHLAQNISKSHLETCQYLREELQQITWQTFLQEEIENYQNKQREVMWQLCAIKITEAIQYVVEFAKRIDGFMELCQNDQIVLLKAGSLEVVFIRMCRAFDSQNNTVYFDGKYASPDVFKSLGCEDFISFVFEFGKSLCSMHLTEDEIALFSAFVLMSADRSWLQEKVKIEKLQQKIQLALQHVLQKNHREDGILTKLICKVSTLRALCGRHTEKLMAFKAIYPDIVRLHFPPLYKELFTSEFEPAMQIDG
ROCK2 blocker – inhibitors of human Rho kinase 2 | inhibition, % at 6 µM | actives 0.35% (n = 60,000) | AID 604 | O75116 | purified ROCK2, Kinase-Glo ATP depletion luminescence;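 active means inhibition above the screen-wide mean inhibition plus 3 SD, cut at about 18% in these data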;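 further: plate controls were DMSO wells for no effect and Y-27632 control wells after no-enzyme background subtraction for full effect; many of its hits are not listed in these tables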
CatB mix inh – inhibitors of human cathepsin B in compound mixtures; P07858; Purified cathepsin B, AMC dipeptide fluorescence; inhibition, %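 (ten-compound pools at 5 µM per compound and 50 µM total)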; actives 0.06% (n = 62,000); AID 488; in the data active means inhibition above about 22%, passing the limit was not always enough; inconclusive means no clear call, values can overlap the other calls;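 further: 0% = enzyme without compound and 100% = no enzyme blank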
JNK3 inh – JNK3 (human) kinase inhibition. inhibition, % at 8 µM. P53779. AID 746. purified JNK3 kinase activity, HTS. actives 0.61% (n = 60,000); in the data active means inhibition above about 17%;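 further: 0% = DMSO and 100% = reference inhibitor; many of its hits are not listed in these tables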
PKA kinase inh – PKA (human) kinase inhibition | P17612 | AID 524 | PKA Kemptide phosphorylation, Kinase-Glo ATP luminescence | inhibition, % at 6 µM | actives 0.1% (n = 65,000);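 active means inhibition above the screen-wide mean inhibition plus 3 SD, cut at about 21% in these data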; further: many of its hits are not listed in these tables
CatS block – blocks human cathepsin S protease activity | P25774 | recombinant cathepsin S, AMC dipeptide fluorescence, pooled mixtures | inhibition, %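 (tested at 5 µM per compound within 10-compound mixtures)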 | actives 0.06% (n = 62,000) | AID 501; in the data active means inhibition above about 32%, passing the limit was not always enough; inconclusive means no clear call, values can overlap the other calls;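 further: 0% = enzyme without compound and 100% = blank without enzyme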
Target sequence (P25774 115-331 limits assumed): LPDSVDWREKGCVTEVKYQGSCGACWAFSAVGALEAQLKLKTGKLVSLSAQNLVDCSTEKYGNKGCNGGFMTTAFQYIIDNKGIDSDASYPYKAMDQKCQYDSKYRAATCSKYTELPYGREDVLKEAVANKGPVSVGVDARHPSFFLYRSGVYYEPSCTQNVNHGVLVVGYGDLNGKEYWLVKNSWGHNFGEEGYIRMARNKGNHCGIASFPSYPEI
CatB inh – human cathepsin B inhibition | actives 0.1% (n = 63,000) | inhibition, %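 (tested at 10 µM)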 | purified cathepsin B, fluorogenic substrate, fluorescence | P07858; in the data active means inhibition above about 21%;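 further: 0% = enzyme with no compound and 100% = no enzyme blank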
Ec RNAP inh – Escherichia coli RNA polymerase inhibition; P0A8V2; E. coli RNA polymerase, fluorescence transcription assay; inhibition, %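 (tested at 10 µM)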; actives 0.2% (n = 62,000); in the data active means inhibition above about 20%;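 further: 0% = enzyme without compound and 100% = no enzyme blank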
AP ELISA ortho – alternative pathway complement inhibition, orthogonal assay | Human serum alternative complement pathway, LPS-coated ELISA, C3 deposition; tested in compound mixtures | inhibition, % at 5 µM | actives 0.08% (n = 62,000);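 active means inhibition above 30% in each of the two pooled mixtures holding the compound, so the lower value exceeds 30%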;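 further: 0% = serum in Mg-EGTA without compound and 100% = EDTA serum blank; some compounds past the cut are filed as inactive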
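Test system: human serum complement alternative pathway, C3 deposition onto LPS / Medium: Mg2+-EGTA GVB++ buffer containing human serum at 1:15 dilution / Probe or stimulus: Plate-bound LPS / Times: 1 h at 37 °C / Signal: ELISA with HRP anti-human C3 antibody, TMB substrate, absorbance 450 nm / Measure: percent inhibition / Repeats: two pool placements per compound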
Numbers without * were called inactive; ? = inconclusive; nt = not tested or not shown.

(1) COc1ccc(OC)c(NC(=O)Cc2coc3ccc(C)cc23)c1
(2) c1cc2c(cc1C1CCCN1)OCCCO2 (stereo not given)
(3) O=S(=O)(c1cccc2nsnc12)N1CCCC1
(4) Cc1ccc(S(=O)(=O)N2CCC(C(=O)OC(C)C(=O)NCc3ccc4c(c3)OCO4)CC2)cc1 (stereo not given)
(5) CC(=O)Nc1ccc(S(=O)(=O)NC2=NCN(CCOC(=O)c3ccccc3)CN2)cc1
entry no.,1,2,3,4,5
RORA act,-25,-7,-11,3,-17
ROCK2 blocker,4,-7,11,4,5
CatB mix inh,7,5,2,-6,6
JNK3 inh,0,-5,-1,1,0
PKA kinase inh,14,9,14,9,7
CatS block,5,19,-1,8,6
CatB inh,3,2,5,5,-4
Ec RNAP inh,9,4,3,6,5
AP ELISA ortho,7,-9,11,-5,6

(6) O=C(Nc1ccccc1)c1cccc(N2CCCC2=O)c1
(7) Cc1ccccc1NC(=O)C1CCC(C)(C(=O)O)C1(C)C (stereo not given)
(8) OC(CN1CCOCC1)C12CC3CC(CC(C3)C1)C2 (stereo not given)
(9) CC(=O)c1cccc(NC(=O)c2cccc(S(=O)(=O)N(C)C)c2)c1
(10) CCOc1ccc(OCc2cccc(C(=O)O)c2)cc1
entry no.,6,7,8,9,10
RORA act,25,-17,15,-1,-94
ROCK2 blocker,0,-3,2,8,-12
CatB mix inh,5,2,2,5,3
JNK3 inh,11,-3,4,5,7
PKA kinase inh,-2,-8,14,9,1
CatS block,17,9,7,2,-7
CatB inh,9,3,-1,-1,2
Ec RNAP inh,4,-7,4,7,9
AP ELISA ortho,-2,-3,-8,6,7

(11) CN1C(=O)CSc2ccc(NC(=O)Nc3ccccn3)cc21
(12) CCCCn1c(SCC(=O)Nc2cc(C)on2)nnc1-c1cccnc1
(13) COc1ccc(CNC(=O)c2ccc3c(c2)N(C)C(=O)CS3=O)cc1 (stereo not given)
(14) Cc1nc2ncnn2c(C)c1CCC(=O)N1CCc2ccccc21
(15) CCc1cc(=O)oc2cc(C)c(CN3CCCC(C)C3)c(O)c12 (stereo not given)
entry no.,11,12,13,14,15
RORA act,-4,5,39,-4,-4
ROCK2 blocker,-2,8,3,8,12
CatB mix inh,1,-14,1,-4,nt
JNK3 inh,0,4,2,2,-2
PKA kinase inh,-6,5,3,4,7
CatS block,14,-12,2,2,nt
CatB inh,2,2,3,1,7
Ec RNAP inh,2,0,7,0,5
AP ELISA ortho,11,20,14,-3,nt

(16) Cc1cc(C(=O)Nc2nnc(C3CCCCC3)s2)cs1
(17) CC(C)n1nc(C(=O)NCCc2ccc(S(N)(=O)=O)cc2)c2ccccc2c1=O
(18) COc1ccc(C(=O)Nc2ccc(S(=O)(=O)N3CCCCC3)cc2)cc1OC
(19) COc1ccc(NC(=O)c2cc(-c3cc(C)ccc3O)n[nH]2)cc1Cl
(20) CCOC(=O)N(C)c1ccc(C(O)(C(F)(F)F)C(F)(F)F)cc1
entry no.,16,17,18,19,20
RORA act,8,3,-8,1,0
ROCK2 blocker,4,nt,5,2,0
CatB mix inh,2,5,-1,6,4
JNK3 inh,-3,nt,-3,3,-5
PKA kinase inh,9,9,8,-5,3
CatS block,0,-7,2,11,-2
CatB inh,4,-2,4,2,2
Ec RNAP inh,3,3,5,5,0
AP ELISA ortho,13,6,6,-11,12

(21) CC(C)Oc1ccc(C2c3c(oc4ccccc4c3=O)C(=O)N2CCCN2CCOCC2)cc1 (stereo not given)
(22) CCOC(=O)C1=C(N)OC2=C(C(=O)CCC2)C1c1ccco1 (stereo not given)
(23) O=S1(=O)NC(=NCc2ccccc2)c2ccccc21
(24) COc1ccc(CN(CC(=O)NCc2ccco2)C(=O)CCC(=O)Nc2ccccn2)cc1
(25) CCOC(=O)CC(=O)CSc1ccc2nnc(-c3ccc(F)cc3)n2n1
entry no.,21,22,23,24,25
RORA act,19,0,-8,-13,-6
ROCK2 blocker,4,0,5,8,5
CatB mix inh,5,4,2,-6,-3
JNK3 inh,-1,0,0,5,-1
PKA kinase inh,12,3,11,12,10
CatS block,4,-3,-7,-1,10
CatB inh,6,4,-1,2,3
Ec RNAP inh,8,9,-11,1,12
AP ELISA ortho,6,11,-14,2,-8

(26) CCOc1ccc(C2CC(c3ccc(CC)cc3)n3nc(N)nc3N2)cc1 (stereo not given)
(27) CN(C)S(=O)(=O)c1ccc(NC(=O)c2cc3ccccc3o2)cc1
(28) Cc1ccc(-c2nc3s/c(=C\c4ccco4)c(=O)n3n2)cc1
(29) CCC(=O)N(Cc1cc2cc(OC)ccc2[nH]c1=O)c1cccc(C)c1
(30) CCOC(=O)c1c(C)n(CC(COC(C)=O)OC(C)=O)c2ccc(OC(C)=O)cc12 (stereo not given)
entry no.,26,27,28,29,30
RORA act,-3,26,-20,0,-20
ROCK2 blocker,3,3,0,1,-4
CatB mix inh,6,-4,0,nt,0
JNK3 inh,-4,-8,-2,-6,-6
PKA kinase inh,2,-2,-1,-2,-10
CatS block,18,-4,1,nt,10
CatB inh,-2,-4,1,nt,-3
Ec RNAP inh,9,-2,5,nt,6
AP ELISA ortho,4,21,12,nt,-1

(31) Nc1nc(-c2ccccc2)cc(-c2ccccc2O)n1
(32) CCCCN(C)Cc1c(C)[nH]c2ccc(OCC)cc2c1=O
(33) Cc1ccc(N2C(=O)NC3(CCCCC3)C2=O)cc1
(34) COC(=O)[C@@H](NC(=O)NCc1ccco1)C(C)C
(35) CCOC(=O)C(CC(C)C)CP(=O)(O)CNC(=O)OCc1ccccc1 (stereo not given)
entry no.,31,32,33,34,35
RORA act,49*,-2,-16,7,17
ROCK2 blocker,12,4,-5,0,-4
CatB mix inh,-2,5,-1,-2,-8
JNK3 inh,35*,-3,5,-7,0
PKA kinase inh,-2,1,-4,0,-7
CatS block,-2,-8,12,0,1
CatB inh,-1,0,2,3,2
Ec RNAP inh,-4,6,5,3,11
AP ELISA ortho,6,14,6,13,9

(36) CCOC(=O)c1c(C)n(C)c2ccc(OC)c(NC(=O)CN3CCC4(CC3)OCCO4)c12
(37) COc1cc(Cl)c(C)cc1NC(=O)CSc1nc2ccccc2o1
(38) Cc1cc(OCC(O)CN2CCN(CCO)CC2)ccc1C(C)C (stereo not given)
(39) Cc1ccc(S(=O)(=O)N2CCCC(C(=O)NC3=NCCS3)C2)cc1 (stereo not given)
(40) OC(COc1ccc2c(c1)CCC2)CN1CCN(c2ccccc2F)CC1 (stereo not given)
entry no.,36,37,38,39,40
RORA act,-27,-7,-17,-8,-10
ROCK2 blocker,13,7,0,-4,7
CatB mix inh,nt,2,8,9,4
JNK3 inh,-3,-1,1,-6,-6
PKA kinase inh,6,11,-10,-5,9
CatS block,nt,2,3,?,5
CatB inh,-4,3,1,0,nt
Ec RNAP inh,11,5,8,8,nt
AP ELISA ortho,nt,19,7,14,18

(41) O=c1oc(-c2cccs2)nc2scc(-c3cccs3)c12
(42) COc1ccc(-c2oc3ncn4nc(COc5ccccc5)nc4c3c2-c2ccc(OC)cc2)cc1
(43) CC1CCCCN1Cc1nc2c(c(=O)n(C)c(=O)n2C)n1CCCc1ccccc1 (stereo not given)
(44) CC(=O)Oc1ccc(NC(=O)C2CCCCC2)c(C(=O)O)c1
(45) Cc1cc2nc(C(F)(F)F)[nH]c(=O)n2n1
entry no.,41,42,43,44,45
RORA act,6,-5,-20,-9,-11
ROCK2 blocker,8,7,4,1,2
CatB mix inh,4,nt,nt,-1,2
JNK3 inh,2,-2,0,3,0
PKA kinase inh,6,4,0,2,11
CatS block,14,nt,nt,1,-3
CatB inh,-5,-4,nt,0,4
Ec RNAP inh,5,-18,nt,7,2
AP ELISA ortho,-12,nt,nt,4,13

(46) CCCCS(=O)(=O)c1sc2nc3c(cc2c1N)CCCC3
(47) O=C(NCc1cccc(C(F)(F)F)c1)C1CCN(c2ncccn2)CC1
(48) CCCCn1c(SCC(=O)c2ccc3c(c2)OCCO3)nnc1-c1ccoc1C
(49) Cc1ccc(NC(=O)C2CCCN2S(=O)(=O)c2ccc3c(c2)CCC(=O)N3)cc1Cl (stereo not given)
(50) Cc1ccccc1-n1c(SCC(=O)NCc2cccs2)nnc1-c1ccncc1
(51) CCOC(=O)C1(C(F)(F)F)N=C(N(C)C)OC(N(C)C)=N1
(52) O=C1NCCc2c1[nH]c1c(Cl)ccc(Cl)c21
entry no.,46,47,48,49,50,51,52
RORA act,3,-11,-4,-18,-6,5,-12
ROCK2 blocker,6,7,7,-1,9,8,18
CatB mix inh,1,-3,0,2,-2,2,-4
JNK3 inh,-7,0,-4,-1,1,0,0
PKA kinase inh,8,13,10,5,12,9,12
CatS block,6,0,2,5,0,-3,-7
CatB inh,-8,1,1,-5,-3,0,nt
Ec RNAP inh,-1,2,4,5,-3,5,-1
AP ELISA ortho,8,2,-18,20,9,23,-2

Structures listed above marked active in JNK3 inh:
No.	Compound	ROCK2 blocker	CatB mix inh	JNK3 inh	PKA kinase inh	CatS block	CatB inh	Ec RNAP inh	AP ELISA ortho
31	Nc1nc(-c2ccccc2)cc(-c2ccccc2O)n1	12	-2	35*	-2	-2	-1	-4	6

Structural class, the compounds so far containing a furan ring, fused or not
(1) COc1ccc(OC)c(NC(=O)Cc2coc3ccc(C)cc23)c1
(22) CCOC(=O)C1=C(N)OC2=C(C(=O)CCC2)C1c1ccco1 (stereo not given)
(24) COc1ccc(CN(CC(=O)NCc2ccco2)C(=O)CCC(=O)Nc2ccccn2)cc1
(27) CN(C)S(=O)(=O)c1ccc(NC(=O)c2cc3ccccc3o2)cc1
(28) Cc1ccc(-c2nc3s/c(=C\c4ccco4)c(=O)n3n2)cc1
(34) COC(=O)[C@@H](NC(=O)NCc1ccco1)C(C)C
(42) COc1ccc(-c2oc3ncn4nc(COc5ccccc5)nc4c3c2-c2ccc(OC)cc2)cc1
entry no.,1,22,24,27,28,34,42
RORA act,-25,0,-13,26,-20,7,-5
ROCK2 blocker,4,0,8,3,0,0,7
CatB mix inh,7,4,-6,-4,0,-2,nt
JNK3 inh,0,0,5,-8,-2,-7,-2
PKA kinase inh,14,3,12,-2,-1,0,4
CatS block,5,-3,-1,-4,1,0,nt
CatB inh,3,4,2,-4,1,3,-4
Ec RNAP inh,9,9,1,-2,5,3,-18
AP ELISA ortho,7,11,2,21,12,13,nt

(48) CCCCn1c(SCC(=O)c2ccc3c(c2)OCCO3)nnc1-c1ccoc1C
entry no.,48
RORA act,-4
ROCK2 blocker,7
CatB mix inh,0
JNK3 inh,-4
PKA kinase inh,10
CatS block,2
CatB inh,1
Ec RNAP inh,4
AP ELISA ortho,-18

Only part of the results is shown, so the mix of outcomes need not match the whole.
